From PubChem
Tau fibril FP = qHTS for Inhibitors of Tau Fibril Formation, Fluorescence Polarization; Potency, µM (doses to about 57.7 µM), inactives show at the highest dose activity, negative = inhibition, usual class: inhibitors; Microtubule-associated protein tau (Homo sapiens), P10636; 280,000 compounds, 0.39% hits; K18 P301L tau heparin fibrillization, Alexa594 FP, 6 h; also: nearly all actives have a fitted effect of over 55% in size
Target sequence (P10636 561-689 P618L limits assumed): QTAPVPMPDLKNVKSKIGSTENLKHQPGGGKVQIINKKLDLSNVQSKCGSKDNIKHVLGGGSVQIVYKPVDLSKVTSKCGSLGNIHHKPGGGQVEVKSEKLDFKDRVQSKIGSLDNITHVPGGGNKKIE
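Quantitative HTS format: compounds meet 15 uM recombinant K18 P301L tau and Alexa 594-tau tracer in 100 mM sodium acetate pH 7; 20 uM heparin triggers fibrillization at 37 C over 6 hr; FP gives the signal.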
TR SRC2 fluor cs = Total Fluorescence Counterscreen for Inhibitors of the Interaction of Thyroid Hormone Receptor and Steroid Receptor Coregulator 2; 280,000 compounds, 0.29% hits; TRb/SRC2 Texas Red total fluorescence interference; Potency, µM (top dose mostly 106 µM), without a hit: at the top dose fluorescence change, negative = quenching; active = well fitted curve in either direction with a large enough effect; inconclusive = small, poorly fitted or top-dose-only effect
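Flags fluorescent or light-absorbing compounds by total fluorescence, S + 2P, at 555 nm excitation and 632 nm emission. Mixture: 20 nM Texas Red SRC2 peptide, 0.6 uM human TRb LBD, 1 uM T3, 5% DMSO; compound exposure 5 h at ambient temperature.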
RECQ1 helicase = qHTS Assay for Inhibitors of RecQ-Like Dna Helicase 1 (RECQ1); 240,000 compounds, 0.54% hits; AID 2549, 2010; Potency, µM (series often up to 57.3 µM), inactives show top-dose activity, negative = inhibition, usual class: inhibitors; RECQ1 DNA unwinding, red fluorescence kinetic read;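 also: plate controls were vehicle for no effect and no enzyme for full effect; nearly all actives have a fitted effect of over 30% in size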
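50 nM RECQ1T1 preincubated 15 min with compound in Tris pH 8.0 buffer with MgCl2, DTT, Tween-20 and 2.5 ug/ml poly(dI-dC); started with 200 nM TAMRA/BHQ-2 forked duplex and 2 mM ATP. Unwinding read as fluorescence (525/598 nm), two reads 2 h apart.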
TRb SRC2 PPI = qHTS for Inhibitors of the Interaction of Thyroid Hormone Receptor and Steroid Receptor Coregulator 2; AID 1469, 2008; Thyroid hormone receptor beta (Homo sapiens), P10828; TRbeta-SRC2 peptide binding, fluorescence polarization; receptor liganded with 1 µM T3; 280,000 compounds, 0.065% hits; Potency, µM (titrated, usually from 106 µM), for the others: at the top dose activity change, negative = inhibition, actives largely listed as inhibitors;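 also: plate controls were bound peptide for no effect and peptide without receptor for full effect; nearly all actives have a fitted effect of over 50% in size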
Target sequence (P10828 whole entry, looked up): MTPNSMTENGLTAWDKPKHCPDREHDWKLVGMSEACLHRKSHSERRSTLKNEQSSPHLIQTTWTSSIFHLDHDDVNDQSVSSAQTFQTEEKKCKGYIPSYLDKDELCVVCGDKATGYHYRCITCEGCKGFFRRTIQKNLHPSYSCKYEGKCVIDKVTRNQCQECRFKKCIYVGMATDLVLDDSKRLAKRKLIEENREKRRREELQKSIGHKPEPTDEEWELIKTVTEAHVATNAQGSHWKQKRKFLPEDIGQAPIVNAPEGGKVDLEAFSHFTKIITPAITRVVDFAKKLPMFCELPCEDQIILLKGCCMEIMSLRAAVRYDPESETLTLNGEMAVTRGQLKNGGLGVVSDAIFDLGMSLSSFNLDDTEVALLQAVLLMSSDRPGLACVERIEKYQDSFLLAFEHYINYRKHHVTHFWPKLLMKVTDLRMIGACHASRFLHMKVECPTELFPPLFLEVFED
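Read-out is fluorescence polarization (555 nm excitation, 632 nm emission) of a Texas Red SRC2 coactivator peptide; loss of signal reflects blocked binding to human TRb ligand-binding domain in the presence of 1 uM T3.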
Tau fibril ThT = qHTS for Inhibitors of Tau Fibril Formation, Thioflavin T Binding; Microtubule-associated protein tau (Homo sapiens), P10636; recombinant tau K18 P301L (four-repeat tau fragment), heparin-induced fibrillization, ThT fluorescence; Potency, µM (top dose mostly 57.4 µM), for inactives: at the top dose activity, negative = inhibition, hits mostly inhibitors; 270,000 compounds, 2.1% hits; also: nearly all actives have a fitted effect of over 55% in size
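Heparin-induced (20 uM) aggregation of recombinant human K18 P301L tau, 15 uM unlabeled with 0.24 uM labeled, pH 7 acetate buffer, 6 hr at 37 C with compound. Fibrils quantified by 30 uM ThT fluorescence after 1 hr ambient incubation.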
JMJD2E inh = qHTS Assay for Inhibitors of Human Jumonji Domain Containing 2E (JMJD2E) | JMJD2E catalytic domain, FDH-coupled NADH fluorescence (FDH is formaldehyde dehydrogenase) | Potency, µM (series often up to 57.1 µM), without a hit: at the highest dose activity change, negative = inhibition, hits mostly inhibitors | 230,000 compounds, 1.6% hits; active = well fitted inhibition curve with a large enough effect, not every such curve was filed as active; inconclusive = small, poorly fitted or top-dose-only effect, or another doubt; inactive = no such curve, though single readings can be large or run the other way;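 also: 0% = wells with enzyme and -100% = buffer wells without enzyme; nearly all actives have a fitted effect of over 50% in size; many of its hits are not listed in these tables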
GoLoco inh red = qHTS Assay for Inhibitors of RGS12 GoLoco Motif Activity (Red Fluorophore) | Gai1:RGS12 GoLoco peptide FP, rhodamine, 10 min | 230,000 compounds, 0.44% hits | Potency, µM (doses to about 61.6 µM), for inactives: top-dose activity, negative = inhibition, hits mostly inhibitors | AID 880, 2007; active = well fitted inhibition curve with a large enough effect, not every such curve was filed as active; inactive = no such curve, though single readings can be large or run the other way; also: nearly all actives have a fitted effect of over 30% in size; many of its hits are not listed in these tables
Target sequence (P63096 whole entry, looked up): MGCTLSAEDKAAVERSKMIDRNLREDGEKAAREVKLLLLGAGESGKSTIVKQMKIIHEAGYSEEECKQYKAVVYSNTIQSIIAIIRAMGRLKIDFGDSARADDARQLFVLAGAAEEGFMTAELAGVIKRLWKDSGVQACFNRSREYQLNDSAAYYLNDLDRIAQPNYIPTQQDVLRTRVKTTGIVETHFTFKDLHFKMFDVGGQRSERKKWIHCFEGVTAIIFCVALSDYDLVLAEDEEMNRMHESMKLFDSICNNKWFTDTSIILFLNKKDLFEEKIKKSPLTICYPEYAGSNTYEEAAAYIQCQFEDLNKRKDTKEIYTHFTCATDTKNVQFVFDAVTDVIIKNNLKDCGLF
L3MBTL1 block = qHTS Assay for the Inhibitors of L3MBTL1. 230,000 compounds, 0.66% hits. AlphaScreen L3MBTL1–H3K9me1 peptide binding. AID 485360, 2010. Lethal(3)malignant brain tumor-like protein 1 (Homo sapiens), Q9Y468. Potency, µM (titrated, usually from 57.1 µM), for the others: top-dose activity, negative = inhibition, most hits filed as inhibitors; also: nearly all actives have a fitted effect of over 60% in size
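AlphaScreen proximity signal between nickel-chelate acceptor and streptavidin donor beads (final 10 ug/mL) reports binding of 50 nM L3MBTL1 to 75 nM biotin-H3 K9me1 peptide; complex incubated with compounds 30 min at room temperature; cefsulodin titration as control.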
* hit, by the source's call; i = inactive; ? = inconclusive; nt = no result given; [ ] = another dose, or the depositor's remark. Unless noted, calls follow the shape of the dose curve; as a rule, active = well fitted curve in the direction sought with a large enough effect; inconclusive = small, poorly fitted or top-dose-only effect, or another doubt; inactive = no such curve, though single readings can be large; an effect the other way counts as inactive or inconclusive. Unless noted, % is scaled to controls: 0 for no effect and ±100 for the full control effect; potency is read from the fitted curve at half-maximal effect. Some of the compounds tested (hit frequency here may not be typical).

#1 COc1ccccc1NC(=O)CN1C(=O)C(C)Oc2ccccc21 (stereo unspecified)
#2 Cc1c(C(=O)NCCc2ccc(Cl)cc2)cccc1-n1cnc2cccnc21
#3 O=C(COC(=O)c1cc[n+]([O-])cc1)NCCc1ccc(Cl)cc1Cl
#4 CCN(CC)S(=O)(=O)c1ccc2c(c1)N(CC(=O)NCc1ccccc1)C(=O)CS2
#5 CCOc1c(Cl)cnn(-c2ccc(C)cc2)c1=O
#6 CCOc1ccc2[nH]c(=O)c(CN(CCN3CCCC3)C(=S)Nc3ccccc3OCC)cc2c1
Compound	1	2	3	4	5	6
TR SRC2 fluor cs	-5%	1%	0%	3%	-3%	2%
RECQ1 helicase	0%	nt	i	nt	i	-3%
JMJD2E inh	2%	nt	4%	nt	1%	10%
L3MBTL1 block	-8%	nt	4%	nt	-4%	-20%
TRb SRC2 PPI	5%	-3%	-1%	1%	-3%	5%
Tau fibril ThT	-2%	4%	-3%	6%	-15%	?
Tau fibril FP	1%	-2%	-1%	-5%	-16%	-15%
GoLoco inh red	1%	nt	11%	nt	6%	24%

#7 Cc1nn(CC(N)=O)c(=O)c2ccccc12
#8 O=C(COC(=O)c1ccc2[nH]c3c(c2c1)CCCC3)Nc1ccccc1Cl
#9 COC(=O)c1[nH]c2ccc(F)cc2c1NC(=O)C1=COCCO1
#10 N#C/C(=C(/O)COC(=O)CCC1CCCCC1)c1nc2ccccc2[nH]1
#11 COCCCNc1c2c(nc3nnnn13)CCCC2
#12 CN1C(C(=O)NCc2ccc(OC(F)(F)F)cc2)CC2Cn3c(nc4ccccc43)C21 (stereo unspecified)
Compound	7	8	9	10	11	12
TR SRC2 fluor cs	2%	-10%	-1%	0%	-5%	0%
RECQ1 helicase	i	i	-11%	0%	-7%	-1%
JMJD2E inh	-7%	?	?	-1%	8%	-5%
L3MBTL1 block	-2%	6%	-1%	-2%	13%	nt
TRb SRC2 PPI	-3%	11%	-5%	-9%	3%	1%
Tau fibril ThT	-5%	-6%	-18%	-10%	8%	1%
Tau fibril FP	-11%	?	?	0%	2%	-1%
GoLoco inh red	-4%	-4%	3%	37%[activator]	5%	4%

#13 COc1ccc(Nc2nnc(-c3ccccc3)c3ccccc23)cc1C(=O)N1CCCCC1
#14 CCOc1ccccc1N1CCN(c2nc(N)c(C#N)c(CC#N)c2C#N)CC1
#15 O=C(Cn1nnc(-c2ccccc2)n1)NCc1ccccc1
#16 COc1ccc(NC(=O)COC(=O)c2c(C)noc2C)c(OC)c1
#17 CCO[C@H]1OC(C(=O)NCc2nc3ccccc3[nH]2)=C[C@@H](c2csc3ccccc23)[C@@H]1CCCO
#18 COC(=O)Cc1c(C)c2ccc(OCC(C)=O)c(C)c2oc1=O
Compound	13	14	15	16	17	18
TR SRC2 fluor cs	-4%	-4%	-2%	0%	-2%	1%
RECQ1 helicase	-14%	?	-1%	i	-4%	-15%
JMJD2E inh	?	?	3%	-3%	4%	?
L3MBTL1 block	2%	1%[11.4 µM]	nt	nt	-11%	nt
TRb SRC2 PPI	-5%	6%	-8%	-13%	-2%	-8%
Tau fibril ThT	-23%	?	4%	-12%	-8%	2%
Tau fibril FP	12%	-7%	6%	5%	11%	4%
GoLoco inh red	7%	102%[activator]	6%	8%	14%	-12%

#19 CC(/C=N/NC(=O)Cc1cccn1C)=C\c1ccco1
#20 COC(=O)c1c(NC(=O)CS(=O)(=O)c2ccc(C)cc2)sc2c1CCCC2
#21 Cc1c(Cc2ccc3c(c2)OCO3)sc(NC(=O)c2ccccc2)c1C(N)=O
#22 NC(=S)N/N=C/c1ccc(-c2cc(Cl)ccc2Cl)o1
#23 CCOc1ccccc1NC(=O)c1ccc2c(Cl)c3c(nc2c1)CCC3
#24 Cc1cc(Oc2ccc(=O)[nH]n2)nc(Cl)n1
Compound	19	20	21	22	23	24
TR SRC2 fluor cs	0%	-1%	-2%	1%	-1%	-3%
RECQ1 helicase	?	nt	-1%	-1%	nt	i
JMJD2E inh	?	nt	?	?	nt	?
L3MBTL1 block	-25%	nt	7%	nt	nt	3%
TRb SRC2 PPI	3%	-7%	0%	-5%	2%	-8%
Tau fibril ThT	28µM*	-12%	?	?	-8%	-2%
Tau fibril FP	?	-6%	?	0%	-5%	-1%
GoLoco inh red	10%	nt	13%	10%	nt	9%

#25 CCOC(=O)N1CCN(C(=O)c2ccc3c(SCC(=O)O)c4c(nc3c2)CCCC4)CC1
#26 CCOCCCNC(=O)c1cccs1
#27 CC(=O)OCCOc1nc(N(C)C)nc(N(C)C)n1
#28 CCOC(=O)C1(C)NC(c2ccco2)C2C(=O)N(CC)C(=O)C21 (stereo unspecified)
#29 COCCSc1nnc(NC(=O)Cc2ccccc2OC)s1
#30 COc1ccc(S(=O)(=O)Nc2cc(C)ccn2)cc1OC
Compound	25	26	27	28	29	30
TR SRC2 fluor cs	2%	-1%	3%	-1%	2%	4%
RECQ1 helicase	0%	-2%	-7%	-3%	0%	i
JMJD2E inh	-14%	1%	8%	2%	2%	-1%
L3MBTL1 block	7%	nt	6%	3%	nt	8%
TRb SRC2 PPI	-8%	2%	2%	-3%	2%	-2%
Tau fibril ThT	-16%	-11%	2%	-2%	-15%	1%
Tau fibril FP	8%	-11%	-5%	2%	3%	5%
GoLoco inh red	7%	-5%	-2%	4%	-2%	10%

Some of the entries so far, bar-delimited:
# | canonical_smiles | TR SRC2 fluor cs | RECQ1 helicase | JMJD2E inh | L3MBTL1 block | TRb SRC2 PPI | Tau fibril ThT | Tau fibril FP | GoLoco inh red
16 | COc1ccc(NC(=O)COC(=O)c2c(C)noc2C)c(OC)c1 | 0% | i | -3% | nt | -13% | -12% | 5% | 8%
17 | CCO[C@H]1OC(C(=O)NCc2nc3ccccc3[nH]2)=C[C@@H](c2csc3ccccc23)[C@@H]1CCCO | -2% | -4% | 4% | -11% | -2% | -8% | 11% | 14%
18 | COC(=O)Cc1c(C)c2ccc(OCC(C)=O)c(C)c2oc1=O | 1% | -15% | ? | nt | -8% | 2% | 4% | -12%
19 | CC(/C=N/NC(=O)Cc1cccn1C)=C\c1ccco1 | 0% | ? | ? | -25% | 3% | 28µM* | ? | 10%
20 | COC(=O)c1c(NC(=O)CS(=O)(=O)c2ccc(C)cc2)sc2c1CCCC2 | -1% | nt | nt | nt | -7% | -12% | -6% | nt
21 | Cc1c(Cc2ccc3c(c2)OCO3)sc(NC(=O)c2ccccc2)c1C(N)=O | -2% | -1% | ? | 7% | 0% | ? | ? | 13%

Next results
#31 COc1ccc(S(=O)(=O)NCC(c2cccnc2)N2CCN(c3ccc(F)cc3)CC2)cc1C (stereo unspecified)
#32 Nc1ccc(C(=O)OCC(=O)NC2CCCc3ccccc32)cc1[N+](=O)[O-] (stereo unspecified)
#33 CNc1nc(SC)nc2ccccc12
#34 CC(=O)c1cc2c(cc1NS(=O)(=O)c1ccccc1)OCO2
#35 COC(=O)c1c(NC(=O)CN2CCN(C(=O)c3ccco3)CC2)c2cc(C)ccc2n1C
#36 O=C(Nc1cccc(Br)c1)N1CCC(CN2CCCCCC2)CC1
Compound	31	32	33	34	35	36
TR SRC2 fluor cs	0%	1%	1%	-1%	3%	?
RECQ1 helicase	-11%	i	i	-1%	-6%	nt
JMJD2E inh	0%	3%	?	5%	?	nt
L3MBTL1 block	-7%	nt	4%	nt	-9%	nt
TRb SRC2 PPI	-3%	8%	6%	1%	2%	-6%
Tau fibril ThT	-13%	?	-17%	-8%	-11%	?
Tau fibril FP	8%	2%	4%	-7%	-5%	?
GoLoco inh red	2%	-11%	-9%	-8%	-12%	nt

#37 Cc1ccc(NC(=O)CSc2nc3ccc(NC(=O)CCc4ccccc4)cc3s2)cc1
#38 N/C(=N\OC(=O)c1ccccc1Cl)c1cccnc1
#39 O=C(O)COc1ccccc1/C=N/Nc1ccc(S(=O)(=O)N2CCOCC2)cc1[N+](=O)[O-]
#40 CC(=O)c1c(C)nc(C)nc1NC(=O)C(C)C
#41 Cn1c(NC(=O)c2ccc(S(=O)(=O)N3CCOCC3)cc2)cc(=O)n(C)c1=O
#42 CCOc1ccc(-c2cc(C(=O)O)c3ccccc3n2)c(OCC)c1
Compound	37	38	39	40	41	42
TR SRC2 fluor cs	6%	0%	-11%	-8%	-2%	-1%
RECQ1 helicase	nt	-6%	-13%	19%	-5%	1%
JMJD2E inh	nt	0%	-16%	-2%	4%	?
L3MBTL1 block	nt	7%	1%	1%	1%	-1%
TRb SRC2 PPI	6%	-11%	0%	-1%	-1%	6%
Tau fibril ThT	1%	-16%	?	12%	-7%	-11%
Tau fibril FP	-7%	7%	2%	?	1%	-1%
GoLoco inh red	nt	10%	5%	-12%	5%	14%

#43 O=C(C1CCCN(Cc2ccccc2C(F)(F)F)C1)N1CCCCC1 (stereo unspecified)
#44 Cc1nc(-c2ccccc2)sc1-c1ccnn1C
#45 CCOC(=O)N1CCC(N(CCN(C)C)C(=S)Nc2cc(Cl)cc(Cl)c2)CC1
#46 CCOc1ccccc1N1C(=O)CC(Sc2ncccc2C(=O)O)C1=O (stereo unspecified)
#47 COc1ccc(NC(=O)c2ccc3[nH]c(C)cc(=O)c3c2)cc1
Compound	43	44	45	46	47
TR SRC2 fluor cs	-2%	-3%	-1%	1%	0%
RECQ1 helicase	i	-3%	-23%	i	nt
JMJD2E inh	?	?	1%	4%	nt
L3MBTL1 block	0%	-11%	nt	3%	nt
TRb SRC2 PPI	2%	6%	-7%	-22%	12%
Tau fibril ThT	-9%	-18%	-18%	-10%	-2%
Tau fibril FP	-3%	1%	9%	-4%	1%
GoLoco inh red	-9%	6%	2%	10%	nt
